CatG inh: human cathepsin G inhibitors, primary screen, biochemical, pooled compound mixtures, AMC fluorescence | P08311 | purified enzyme, AMC-tetrapeptide fluorescence | inhibition, % at 5 µM (by protocol) | hit rate 0.2% among 62,000;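 active = inhibition above 20% in each of the two mixture wells holding the compound; inactive = inhibition of 20% or less in either well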;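 note: 0% = enzyme control without mixture and 100% = blank lacking enzyme; strong numbers were not always called active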
Target sequence (P08311 21-244 limits assumed): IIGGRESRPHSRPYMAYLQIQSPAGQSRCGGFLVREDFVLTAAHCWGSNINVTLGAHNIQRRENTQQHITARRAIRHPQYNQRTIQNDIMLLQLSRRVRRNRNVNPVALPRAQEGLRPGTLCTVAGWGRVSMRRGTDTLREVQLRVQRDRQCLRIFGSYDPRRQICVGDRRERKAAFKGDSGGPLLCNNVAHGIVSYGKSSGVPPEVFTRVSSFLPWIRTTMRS
FXIa mix inh: FXIa protease inhibitors in compound pools, primary screen, biochemical, 10-compound mixtures; hit rate 0.19% among 62,000; AID 680, 2007; purified FXIa, fluorogenic substrate, pooled mixtures; inhibition, % at 5 µM;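 note: each value is inhibition by a whole ten-compound pool holding the compound; 0% = enzyme with no mixture and 100% = wells lacking enzyme; strong numbers were not always called active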
C1s block: complement C1s protease inhibitors, primary screen, biochemical, 10-compound mixtures; Complement C1s subcomponent (Homo sapiens), P09871; purified C1s, fluorogenic AMC substrate, pooled mixtures; mean inhibition % of two 10-compound mixtures (active compounds read high), % at 5 µM (by protocol); hit rate 0.16% among 62,000;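 active = inhibition above 20% in each of the two 10-compound mixture wells holding the compound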;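 note: 0% = enzyme wells lacking compound mixture and 100% = no-enzyme blank wells; some compounds called inactive have numbers as strong as hits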
Target sequence (P09871 16-437 limits assumed): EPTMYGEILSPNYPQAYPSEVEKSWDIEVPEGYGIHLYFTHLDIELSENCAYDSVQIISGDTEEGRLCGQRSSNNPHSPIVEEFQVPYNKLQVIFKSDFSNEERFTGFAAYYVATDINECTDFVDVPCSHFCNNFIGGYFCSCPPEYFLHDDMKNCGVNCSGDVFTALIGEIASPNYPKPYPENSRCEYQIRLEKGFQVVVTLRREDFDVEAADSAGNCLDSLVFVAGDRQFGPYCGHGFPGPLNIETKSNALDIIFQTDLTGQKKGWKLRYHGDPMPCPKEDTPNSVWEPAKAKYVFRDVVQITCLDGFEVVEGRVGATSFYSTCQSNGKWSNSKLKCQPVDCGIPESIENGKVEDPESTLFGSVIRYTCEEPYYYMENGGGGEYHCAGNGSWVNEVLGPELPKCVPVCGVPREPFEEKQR
Target sequence (P09871 438-688 limits assumed): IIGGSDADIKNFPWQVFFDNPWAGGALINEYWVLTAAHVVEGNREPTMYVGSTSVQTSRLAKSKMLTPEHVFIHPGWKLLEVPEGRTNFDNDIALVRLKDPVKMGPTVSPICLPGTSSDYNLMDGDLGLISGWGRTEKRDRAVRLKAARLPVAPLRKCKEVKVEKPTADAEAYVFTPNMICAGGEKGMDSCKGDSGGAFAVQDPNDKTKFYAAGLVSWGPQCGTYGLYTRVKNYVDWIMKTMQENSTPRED
Abs 340nm: compound light absorbance at 340 nm, profiling panel, artefact control, biochemical, MLSMR library, data from PS, PMK, MK assays. AID 708, 2007. compound absorbance at 340 nm, fold over control. fold change at 10 µM. 65,000 tested, under 10 active;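 active = at 10 µM dose, initial 340 nm absorbance at least 2 fold that of control wells; inactive = change under 2 fold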;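 note: initial absorbance extrapolated from kinetic A340 decline of NADH oxidation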
CatS inh: inhibitors of human cathepsin S, biochemical, compound mixtures; P25774; recombinant cathepsin S, AMC dipeptide fluorescence, pooled mixtures; hit rate 0.06% among 62,000; inhibition, %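 (tested at 5 µM per compound within 10-compound mixtures)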; in the data active = inhibition above about 32%, passing the limit was not always enough;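 note: 0% = enzyme without compound and 100% = blank without enzyme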
CatB mixtures: cathepsin B inhibitors from pooled compounds, primary screen, biochemical, compound mixtures, AMC fluorescence | inhibition, %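 (ten-compound pools at 5 µM per compound and 50 µM total)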 | Purified cathepsin B, AMC dipeptide fluorescence | hit rate 0.06% among 62,000 | AID 488, 2006; in the data active = inhibition above about 22%, passing the limit was not always enough;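 note: 0% = enzyme without compound and 100% = no enzyme blank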
CatL inh: inhibitors of human cathepsin L, biochemical. purified cathepsin L, fluorogenic substrate, fluorescence. hit rate 0.17% among 58,000. inhibition, %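 (tested at 10 µM)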. AID 460, 2006. Procathepsin L (Homo sapiens), P07711; in the data active = inhibition above about 45%;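 note: 0% = enzyme with no compound and 100% = no enzyme blank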
FXIIa mix inh: human factor XIIa inhibitors, primary screen, biochemical, pooled compound mixtures, fluorogenic substrate; Coagulation factor XII (Homo sapiens), P00748; purified FXIIa; inhibition, % at 5 µM; hit rate 0.2% among 62,000; AID 684, 2007;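 note: 0% = enzyme without compound and 100% = no enzyme blank; some results filed as inactive read as strong as hits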
CatB block: human cathepsin B inhibitors, primary screen, biochemical, fluorogenic substrate; AID 453, 2006; hit rate 0.1% among 63,000; purified cathepsin B, fluorescence; inhibition, %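 (tested at 10 µM)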; in the data active = inhibition above about 21%;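 note: 0% = enzyme with no compound and 100% = no enzyme blank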
Starred values were filed as active, the others as inactive; . = no result given. Cut-off read from the data, not from the text of the source, unless noted: active = inhibition above about 20% (passing the limit was not always enough); inactive = the rest.

Order of results: Abs 340nm	FXIIa mix inh	CatB block	CatS inh	CatG inh	CatL inh	C1s block	CatB mixtures	FXIa mix inh
> COCCOC(=O)c1[nH]c2c(c1C)C(=O)CC(c1cc(OC)ccc1OC)C2 (stereo not given)
    1.05	2.6	-3.2	2.5	0.1	4.2	4.5	7.9	11.8
> COCCN1C(=O)c2oc3ccccc3c(=O)c2C1c1cccc(O)c1 (stereo not given)
    1.03	-2.8	-0.6	16.4	-4.7	9.1	-31.0	5.5	0.8
> COCCN1CC(O)=C(c2nc3ccccc3c(=O)[nH]2)C1=N
    1.05	11.1	0.5	-15.3	-3.9	1.3	-61.6	-1.7	-10.3
> Cn1cccc1Cc1nnc(SCC(=O)Nc2cccc(F)c2)n1CCc1ccccc1
    1.03	12.2	-2.9	8.4	2.3	16.2	-0.8	-1.2	-2.9
> CCCn1c(SCC(=O)N2CCN(c3ccccc3)CC2)nc2ccccc2c1=O
    1.02	10.2	7.6	13.3	-0.3	-0.2	-20.2	7.9	6.7
> COc1cc(C(=O)O)ccc1OCC(=O)N1CCOCC1
    1.04	3.2	4.0	9.5	-2.6	-0.7	-5.4	4.3	0.4
> C=CCc1ccccc1OCC(O)CN1CCN(c2ccccc2F)CC1 (stereo not given)
    0.98	9.9	0.8	2.8	0.9	10.7	0.7	-0.9	-3.4
> CC(c1ccccc1)N1CNc2c(c(=O)n(C)c(=O)n2C)C1 (stereo not given)
    1.03	3.3	2.9	3.8	-1.1	14.0	-0.1	1.1	6.3
> COc1ccc(Cc2n[nH]c(=O)c3ccccc23)cc1OC
    1.04	1.9	3.3	-4.6	11.0	-5.3	19.4	6.3	5.6
> Brc1cccc(C2CC(c3ccccc3)n3nnnc3N2)c1 (stereo not given)
    0.99	6.7	4.8	1.7	8.9	6.5	4.7	2.0	0.2
> O=C(N/C(=N\O)c1ccccc1)Nc1ccc(Cl)cc1
    1.03	4.3	4.4	0.4	9.8	2.3	11.6	3.9	8.2
> Clc1ccc(Oc2cccc(/C=N/n3cnnc3)c2)cc1
    1.03	7.7	1.4	-10.9	7.8	5.8	3.0	2.8	3.4
> Cc1nnc(NC2=NCCC2)s1
    1	9.7	3.0	11.3	13.4	12.7	16.0	6.3	4.8
> COCCSc1nc2c(c(=O)[nH]c(=O)n2C)n1Cc1cccc(C)c1
    1.05	3.4	0.5	6.1	-3.6	12.4	-30.5	-3.2	7.1
> CCOc1ccc(NC(=O)CSc2nnc(-c3ccco3)n2C)cc1
    0.95	0.6	-0.5	5.8	10.1	19.4	7.3	-0.6	0.3
> CCOC(=O)c1c(C)oc2c1c(C=NCc1ccccn1)c(O)c1ccccc12
    0.99	0.8	-2.2	-2.0	0.6	6.1	-11.8	5.3	-1.1
> CC(C)(C)c1ccc(S(=O)(=O)N2CCN(CCC#N)CC2)cc1
    1.02	-0.6	-0.3	8.7	11.8	16.3	18.5	2.3	5.2
> COc1cc2c(c(OC)c1)C(c1cccc(OC)c1OC)CC(=O)N2 (stereo not given)
    1.03	12.6	-0.9	-3.5	10.1	-0.3	38.7	2.5	4.4
> Cc1cc(-n2c(C)cc(C(=O)CN3C(=O)NC4(CCCCC4C)C3=O)c2C)no1 (stereo not given)
    1.03	-2.4	0.9	0.3	1.0	-4.7	3.7	7.5	10.2
> Cc1cccc(-n2nnnc2SCn2nnc3ccccc3c2=O)c1
    1.01	4.9	-2.2	-7.5	-4.5	-2.6	-10.2	-2.2	5.3
> COCCCNC(=O)C1CC(=O)N(CCc2ccc(OC)c(OC)c2)C1 (stereo not given)
    0.99	1.7	5.3	5.6	-1.6	6.7	-0.9	2.6	0.6
> O=C(Nc1ccc(S(=O)(=O)NCc2cccnc2)cc1)c1ccco1
    0.99	-15.7	-0.3	-13.2	5.2	-14.0	-2.9	-5.0	5.3
> Cc1oc(C(=O)O)cc1COc1ccc2c3c(c(=O)oc2c1C)CCCC3
    1.05	-6.6	7.1	-12.6	6.7	.	10.3	-0.3	9.8
> Cc1c(C(=O)Nc2cccc(Cl)c2)oc2ccc(S(=O)(=O)N3CCC4(CC3)OCCO4)cc12
    1.02	3.8	3.1	-4.5	-0.6	-2.8	2.8	1.5	9.6
> CCOC(=O)N1CCC(NC(=O)Cc2cn(C)c3ccccc23)CC1
    1.07	5.3	-5.3	1.6	14.9	-4.0	12.1	19.8	23.2
> CC1(C)CC(=O)c2cc(OCC(=O)N3CCN(c4ccccc4F)CC3)ccc2O1
    0.99	6.3	0.0	-19.3	8.6	-23.4	5.7	5.2	2.0
> COc1ccc(-c2nc(NC(=O)C3CCN(c4nc5ccccc5o4)CC3)sc2C)cc1
    0.89	5.3	-0.6	5.0	8.2	5.5	5.6	1.9	12.5
> CCc1ccc(NC(=O)CS(=O)CC(=O)Nc2ccc(F)cc2F)cc1 (stereo not given)
    1.02	-1.8	5.6	24.0	0.4	11.8	0.5	4.1	5.9
> CCCCN(CCCNC(=O)CN1C(=O)COc2ccccc21)c1ccccc1
    1.01	17.7	8.8	53.2	6.8	8.8	1.3	2.1	-3.4
> O=C(NC1CCN(C(=O)Nc2ccccc2)CC1)C1CCCCC1
    1.03	5.0	-0.8	5.0	9.2	21.3	-8.6	-4.1	-1.9
> S=c1nc(-c2ccccc2)n(CCN2CCOCC2)c2c1CCCC2
    1.22	8.1	0.9	33.9	4.4	-13.3	-8.2	1.9	0.6
> CCOC(=O)Cc1[nH]nc2c1C(C1C=CCCC1)C(C#N)=C(N)O2 (stereo not given)
    1.02	-20.7	-3.2	-5.2	-0.4	-4.2	1.0	4.3	6.9
> Cc1ccc(NC(=O)Cn2nc(C)c3ccccc3c2=O)c(C)c1
    1	6.1	0.1	8.7	3.2	15.9	-0.7	8.3	16.1
> CCOC(=O)c1sc(N)c(C(=O)OCC)c1COC(=O)C1CC(=O)N(Cc2ccco2)C1 (stereo not given)
    1.03	1.9	3.7	12.9	4.2	-0.3	7.0	3.6	1.5
> O=C(NC1(C(F)(F)F)NC(=O)N(Cc2cccnc2)C1=O)c1cccs1 (stereo not given)
    1.06	-1.4	1.4	9.0	6.2	-4.7	2.9	-2.8	-2.3
> Cc1nc(CC(=O)O)c(-c2ccccc2)s1
    1.06	4.2	-5.5	-2.0	0.6	-4.5	4.3	2.4	1.3
> CCOC(=O)C1CCN(C(=O)Nc2ccccc2Cl)CC1
    1.05	2.1	3.7	-2.0	7.4	-8.2	8.6	1.7	4.0
> CC1(C)Cc2c(sc(/N=C/N3CCOCC3)c2C#N)C(C)(C)N1
    1.2	31.2	3.4	-1.7	7.2	2.5	-5.1	1.8	0.2
> Cc1ccc(-c2nc(CN(C)C)cc(CN(C)C)c2O)cc1
    1.08	7.6	1.2	-1.8	5.0	4.7	-8.2	0.5	5.7
> CCOC(=O)N1CCN(C(=O)c2cnc3n(c2=O)CCS3)CC1
    0.99	5.5	1.3	5.9	6.8	8.3	-2.1	0.6	-8.2
> CCOc1ccc(-c2nnn(CC(=O)Nc3cccc(OC)c3)n2)cc1OCC
    0.97	1.8	-1.2	-2.3	-4.4	10.4	-27.0	-5.9	7.6
> COc1cccc(-c2csc3nnc(SCC(=O)NCc4cccs4)n23)c1
    0.99	6.2	3.0	-0.9	6.8	5.8	-2.6	-4.4	-2.3
> CCOC(=O)N1CCC(NC(=O)c2ccc(NC(=O)C3CCCO3)cc2)CC1 (stereo not given)
    1.03	3.2	5.2	2.6	-0.5	-3.6	-7.0	4.3	1.1
> O=C(CS(=O)(=O)c1ccccc1)Nc1nc(-c2ccccc2)cs1
    1.06	4.0	1.9	-6.4	6.8	-1.1	-35.8	-7.6	-6.9
> COc1ccccc1Nc1nc(N)nc(CSc2nnc(C)s2)n1
    1.03	0.9	-0.5	-3.8	-3.9	2.1	0.7	-1.3	6.1

Three entries already listed, arranged by their value in CatB block, highest first.
Order of results: Abs 340nm	FXIIa mix inh	CatB block	CatS inh	CatG inh	CatL inh	C1s block	CatB mixtures	FXIa mix inh
> CC1(C)Cc2c(sc(/N=C/N3CCOCC3)c2C#N)C(C)(C)N1
    1.2	31.2	3.4	-1.7	7.2	2.5	-5.1	1.8	0.2
> COc1cccc(-c2csc3nnc(SCC(=O)NCc4cccs4)n23)c1
    0.99	6.2	3.0	-0.9	6.8	5.8	-2.6	-4.4	-2.3
> Clc1ccc(Oc2cccc(/C=N/n3cnnc3)c2)cc1
    1.03	7.7	1.4	-10.9	7.8	5.8	3.0	2.8	3.4

The results go on.
Order of results: Abs 340nm	FXIIa mix inh	CatB block	CatS inh	CatG inh	CatL inh	C1s block	CatB mixtures	FXIa mix inh
> Cc1nc(C)n(C(C)CC(=O)O)n1 (stereo not given)
    0.99	-16.1	4.6	-3.3	-11.9	-1.9	-16.1	-1.0	-7.2
> CSc1nnnn1CCn1nnnc1SC
    1.01	4.6	-0.8	-6.4	5.9	.	-32.9	3.0	-0.4
> COc1ccc(-c2nnc(SCC#N)o2)cc1
    0.99	-0.1	1.1	32.3	3.0	9.4	-54.8	41.1	2.6
> CCOC(=O)CC1=C(C(=O)OCC)C(c2ccc(C)o2)C(C#N)=C(N)O1 (stereo not given)
    1.02	-19.0	4.7	-0.2	0.6	-1.3	-0.6	4.7	4.1
> Cc1ccc(-c2nc(-c3ccccc3)no2)c(Cl)c1
    1.03	11.3	6.5	8.6	6.9	-0.3	9.8	5.1	12.3
> O=C(CP(=O)(CO)CO)c1ccc(Cl)cc1
    1.01	0.0	1.7	-5.8	4.7	0.6	4.2	-5.1	3.2
> O=S(=O)(Nc1ccc(S(=O)(=O)N2CCCCC2)cc1)c1ccc(Br)s1
    1.04	0.4	0.7	13.0	-1.4	.	-0.8	-0.7	7.6
> Cc1ccc(C)c(OCC(O)CN2C(C)CCCC2C)c1 (stereo not given)
    1.01	-1.6	-1.6	-4.6	-2.5	-6.8	0.4	-2.5	5.9
> CN(c1cccc(NS(=O)(=O)c2cccs2)c1)S(C)(=O)=O
    0.99	-12.9	-1.2	-5.4	3.5	1.3	1.5	-3.4	2.8
> N/C(=N\c1nc2ccccc2o1)NC(=O)C(Cc1ccccc1)N1C(=O)c2ccccc2C1=O (stereo not given)
    1.08	4.0	-2.7	-0.5	-0.8	-1.9	1.2	4.7	10.1
> CN(C)S(=O)(=O)c1cccc(-c2nnc(SCc3cc(Cl)cc4c3OCOC4)n2N)c1
    1.03	3.9	-2.7	-2.5	-10.8	.	-18.9	-4.6	1.7
> O=C(NCCNC(=O)c1cccs1)c1ccco1
    1.04	12.3	3.6	4.8	7.6	-2.5	-0.4	0.2	6.8
> CCOC(=O)N1CCN(C(=O)c2csc3c2CCCCC3)CC1
    1.04	11.0	1.6	-15.0	-25.1	1.6	-20.5	1.6	-12.8
> CCOC(=O)c1c(NC(=O)c2noc3c2CCCC3)sc2c1CCCC2
    1	3.0	4.7	-0.8	7.0	13.8	11.2	2.3	0.6
> COc1ccc(C2C(C#N)=C(N)Oc3cc(N)ccc32)cc1OC (stereo not given)
    1.04	11.8	-2.5	8.5	-2.8	.	-3.9	-0.1	11.3
> CCOC(=O)CCSc1nnc(-c2cccnc2)n1-c1ccccc1OC
    1	3.9	2.8	0.7	6.5	5.6	13.9	-1.0	8.0
> O=C(NCC1CCCO1)C1CCN(S(=O)(=O)c2cccnc2)CC1 (stereo not given)
    1.03	13.3	3.6	-2.2	-5.6	-0.8	-16.1	32.2	5.1
> CS(=O)(=O)Nc1ccc(C(=O)NCCC2=CCCCC2)cc1
    1.04	-4.5	-4.4	10.4	-1.6	-0.3	-14.5	3.7	1.9
> CCOC(=O)c1c(NC(=O)CSc2nnc(-c3cccnc3)o2)sc(C)c1C
    1	-19.6	3.3	-1.0	-3.6	9.6	-17.2	1.6	-3.5

Source: PubChem BioAssay (several laboratories)

The list is partial (hit frequency here may not be typical).
